Bioassay records from PubChem.
Diaph inh CS: diaphorase inhibition or chemical oxidation counter-screen; diaphorase resazurin-to-resorufin fluorescence, NADH, 16 min; bacterial (C. kluyveri) enzyme, not human; inhibition, % at 20 µM; 190,000 compounds, 0.69% hits;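 active = primary screen inhibition at 20 µM above a set limit, cut at about 50% in these data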;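 note: plate controls were DMSO with full reaction for no effect and wells lacking NADH for full effect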
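Benchmarks: positive control wells lacking NADH, neutral wells with DMSO only. System: bacterial diaphorase enzyme (C. kluyveri). Input: 0.14 U/mL diaphorase, enzyme working solution. Detection: resorufin fluorescence, excitation 544 nm, emission 590 nm. Times: 16-min room-temperature incubation before reading.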
STAT3 inh: STAT3 signaling inhibition; U3A cells, IL-6 STAT3-luciferase reporter, luminescence; host cell line lacks STAT1; inhibition, % at 5.5 µM; 190,000 compounds, 0.89% hits;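 active = inhibition above the mean inhibition across all screened compounds plus 3 SD, cut at about 44% in these data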;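 note: 0% = DMSO only wells and 100% = 100 µM nifuroxazide control wells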
STAT1 blocker: inhibitors of IFN-gamma induced STAT1 signaling; NIH 3T3 STAT1-luciferase reporter, luminescence; inhibition, % at 5.5 µM; 200,000 compounds, 0.35% hits;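 active = inhibition above a set limit, the mean inhibition across all tested compounds plus 3 SD, cut at about 34% in these data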;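 note: 0% = IFN-gamma with DMSO and 100% = IFN-gamma with 300 µM nifuroxazide; values of inactives mirror those of a sister screen read the other way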
TLR4 MyD88 comp: inhibitors of human TLR4-MyD88 binding | O00206+Q99836 | 200,000 compounds, 0.18% hits | inhibition, % at 8.4 µM | HeLa CL3-4 TLR4/MyD88 BLA complementation, FRET ratio; in the data active = inhibition above about 25%;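 note: 0% = vehicle and 100% = reference inhibitor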
Target sequence (O00206 whole entry, looked up): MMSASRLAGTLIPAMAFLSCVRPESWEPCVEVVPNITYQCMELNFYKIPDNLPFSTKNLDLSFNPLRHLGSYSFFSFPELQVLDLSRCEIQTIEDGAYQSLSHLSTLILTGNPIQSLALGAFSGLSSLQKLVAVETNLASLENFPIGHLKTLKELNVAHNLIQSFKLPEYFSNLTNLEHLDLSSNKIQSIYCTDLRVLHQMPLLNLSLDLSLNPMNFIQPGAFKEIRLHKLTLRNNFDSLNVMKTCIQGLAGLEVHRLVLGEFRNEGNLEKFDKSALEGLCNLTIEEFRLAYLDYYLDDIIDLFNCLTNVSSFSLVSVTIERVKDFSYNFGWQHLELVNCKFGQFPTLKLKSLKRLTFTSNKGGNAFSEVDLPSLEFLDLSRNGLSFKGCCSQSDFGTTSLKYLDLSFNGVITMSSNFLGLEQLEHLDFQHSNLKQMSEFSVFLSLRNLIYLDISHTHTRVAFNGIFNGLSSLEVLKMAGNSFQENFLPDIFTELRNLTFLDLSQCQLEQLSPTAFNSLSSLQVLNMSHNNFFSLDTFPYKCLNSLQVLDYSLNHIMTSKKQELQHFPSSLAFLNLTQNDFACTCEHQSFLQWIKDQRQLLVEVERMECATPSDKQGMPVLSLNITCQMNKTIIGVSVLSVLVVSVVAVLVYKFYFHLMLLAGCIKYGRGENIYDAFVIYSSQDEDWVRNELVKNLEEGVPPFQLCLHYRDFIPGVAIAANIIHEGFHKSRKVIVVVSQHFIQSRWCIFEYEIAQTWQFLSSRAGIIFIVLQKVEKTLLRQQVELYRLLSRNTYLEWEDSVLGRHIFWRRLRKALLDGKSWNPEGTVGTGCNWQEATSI
Target sequence (Q99836 whole entry, looked up): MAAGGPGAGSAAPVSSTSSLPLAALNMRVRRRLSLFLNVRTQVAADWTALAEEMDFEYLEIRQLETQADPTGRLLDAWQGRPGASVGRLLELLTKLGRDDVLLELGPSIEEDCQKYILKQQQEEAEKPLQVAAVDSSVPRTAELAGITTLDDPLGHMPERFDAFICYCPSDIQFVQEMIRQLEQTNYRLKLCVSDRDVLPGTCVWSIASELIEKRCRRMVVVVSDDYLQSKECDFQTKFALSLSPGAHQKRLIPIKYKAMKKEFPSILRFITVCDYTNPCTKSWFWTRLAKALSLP
Diaphorase act: diaphorase activation or chemical reduction counter-screen | Diaphorase/resazurin coupled assay, resorufin fluorescence, 16 min; active compounds read high; 1 = vehicle wells, 0 = NADH-free wells | activation factor at 20 µM | 190,000 compounds, 0.005% hits;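 active = diaphorase activity raised at least twofold by the compound at 20 µM; inactive = activation factor below 2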
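Material: Purified diaphorase enzyme from Clostridium kluyveri | Buffer or medium: 50 mM HEPES pH 7.4 with 4.542 mM MgCl2, 0.005% Tween 20 | Times: 16 min enzyme reaction, ambient temperature | Signal: Red resorufin fluorescence at 544/590 nm excitation/emission | Measure: Increased resorufin signal from activators or reducing compounds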
STAT1 activator: STAT1 signaling activation | NIH 3T3 STAT1-luciferase reporter, IFN-gamma, luminescence; 100% = IFN-gamma alone, no compound | activation (% of control), % at 5.5 µM | 200,000 compounds, 2.6% hits;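 active = activation above the screen-wide mean activation plus 3 SD, cut at about 130% in these data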;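 note: raw ratio to IFN-gamma control signal so 100% means no change and 0% no light; values of inactives mirror those of a sister screen read the other way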
Hsp70 activator: transcriptional activators of Hsp70. HeLa Hsp70 promoter luciferase reporter, luminescence; scaled: vehicle 0, proteasome-inhibitor control 100%. activation, % at 10 µM. 200,000 compounds, 0.04% hits;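 active = activation above the mean across all tested compounds plus 3 SD, cutoff set per campaign, cut at about 5.5% in these data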;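 note: 100% = MG132 at 30 µM as the positive control and 0% = DMSO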
G6PDH counter: counter-screen for G6PDH assay hits: L. mesenteroides G6PDH inhibition; inhibition, % at 5 µM; Purified L. mesenteroides G6PDH, diaphorase/resazurin coupled fluorescence, 45 min; 200,000 compounds, 0.12% hits; in the data active = inhibition above about 50%
APP 5UTR inh: APP translation inhibition; SH-SY5Y APP 5'UTR-luciferase reporter, luminescence; inhibition, % at 2 µM; 190,000 compounds, 0.82% hits;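 active = inhibition above a set limit, derived from the sample mean plus 3 SD, cut at about 45% in these data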; note: values of inactives mirror those of a sister screen read the other way
STAT3 act: activators of IL-6 induced STAT3 signaling; U3A cells, IL-6 STAT3-luciferase reporter, luminescence; 100% = signal with IL-6 EC80 alone; activation (% of control), % at 5.6 µM; 190,000 compounds, 0.91% hits;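 active = activation above the screen-wide mean of compound activation plus 3 SD, cut at about 130% in these data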;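 note: 0% = background luminescence of wells with medium and substrate only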
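Material: STAT1-lacking human U3A cells, STAT3 luciferase reporter | Benchmarks: IL-6-only wells as 100% reference | Probe or stimulus: IL-6 (33 ng/mL) | Timing: Compound 1 h, then IL-6 6 h at 37 °C | Detection: Luminescence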
The depositor's hits bear a star; . = no result given.

structure | Diaphorase act | TLR4 MyD88 comp | G6PDH counter | Diaph inh CS | STAT3 act | APP 5UTR inh | STAT1 activator | STAT1 blocker | STAT3 inh | Hsp70 activator
CC1CCCCN1c1nnc(NC(=O)c2cc(-c3ccc(Br)cc3)on2)s1 (configuration not stated) | 0.9 | -8.6 | -60.1 | 8.6 | 89.6 | -9.5 | 102.7 | -3.0 | 17.7 | 0.0
COc1ccc(S(=O)(=O)N(CC(=O)N2CCCC2)Cc2ccccc2)cc1 | 0.9 | -2.9 | 6.7 | 9.1 | 98.0 | 0.0 | 99.6 | 0.4 | 11.1 | -0.1
COc1cc2c(cc1OC)CN(CC(=O)Nc1ccc(C)cc1)CC2 | 1.1 | 6.4 | 9.4 | -11.3 | 106.9 | 5.1 | 98.6 | 1.5 | -1.8 | -0.2
COc1ccc2oc(=O)c(-c3ccccc3C(=O)N3CCOCC3)cc2c1 | 0.8 | -23.7 | 6.9 | 15.2 | 103.5 | 2.4 | 90.4 | 10.8 | -7.0 | 0.2
COC(=O)N/N=C\c1ccc(-c2cc(Cl)c(Cl)cc2Cl)o1 | 0.9 | 7.7 | -2.9 | 13.1 | 95.3 | -0.8 | 106.1 | -7.1 | 6.9 | -0.4
O=C(NCCc1c[nH]c2ccccc12)/C(=C/c1cccnc1)NC(=O)c1ccccc1 | 0.9 | -0.1 | 7.4 | 6.2 | 103.4 | 4.1 | 101.7 | -3.5 | -1.6 | -0.2
COC(=O)[C@H]1C[C@@H]1[C@H](NS(=O)(=O)c1ccccc1)c1ccccc1 | 0.8 | -4.0 | 16.5 | 16.6 | 93.3 | -12.3 | 100.6 | -0.7 | 5.1 | -0.1
Cc1cc(C)nc(N(C#N)Cc2cccc3ccccc23)n1 | 0.9 | -10.0 | 5.5 | 6.6 | 101.1 | 20.4 | 104.6 | 2.4 | -1.3 | -0.4
COC(=O)c1ccc(NC(=O)COc2ccc(S(=O)(=O)N3CCCCC3)cc2)cc1 | 0.8 | -10.7 | -0.1 | 15.1 | 101.3 | 8.2 | 98.7 | 1.4 | -0.1 | -0.3
CCc1ccc2[nH]c(=O)c(CN(Cc3ccccc3)Cc3nnnn3Cc3ccco3)cc2c1 | 0.8 | -1.6 | -58.5 | 17.9 | 103.8 | -0.1 | 103.1 | -3.4 | -0.4 | 0.2
CCN(CC)S(=O)(=O)N1CCC(C(=O)NCc2ccco2)CC1 | 1.1 | -0.7 | 4.5 | -6.9 | 99.9 | 10.9 | 97.4 | 1.9 | 11.4 | 0.0
NS(=O)(=O)c1cccc(NC(=O)CSc2nc3ccc(Cl)cc3[nH]2)c1 | 0.9 | 16.6 | 0.7 | 11.2 | 104.2 | -7.9 | 102.2 | -0.6 | 0.2 | -0.2
CCOC(=O)c1c(C)[nH]c(C)c1C(=O)CN1C(=O)NC2(CCC(C)CC2)C1=O (configuration not stated) | 0.9 | -24.2 | 6.5 | 14.0 | 90.4 | -4.8 | 104.8 | -5.3 | 16.5 | -0.6
CCOc1ccc(-c2nnn(CC(=O)Nc3cc(OC)ccc3OC)n2)cc1OCC | 0.9 | -10.8 | 2.9 | 9.2 | 113.6 | -7.8 | 102.8 | -3.1 | -12.7 | -0.2
O=c1[nH]n(-c2cccc3cccnc23)c(=O)c2ccccc12 | 1 | -2.9 | 7.9 | 1.7 | 104.2 | 11.7 | 99.6 | 0.5 | -0.5 | 0.0
CCCCNC(=S)N(Cc1c(C)noc1C)c1ccccc1 | 1 | -0.7 | -7.6 | 4.5 | 102.8 | 12.3 | 90.5 | 10.5 | -0.1 | 0.1
O=C(CNC(=O)c1cccs1)NC1=NCCS1 | 1 | 1.8 | 6.7 | 2.7 | 104.2 | -7.6 | 104.1 | -4.4 | -3.2 | -0.3
CCc1[nH]c(=O)c(C#N)c2c1CSC(C)(C)C2 | 0.9 | -0.6 | 3.1 | 10.3 | 105.2 | -4.9 | 95.8 | 4.5 | -3.5 | -0.4
COc1ccc(C2C(C(C)=O)=C(Nc3ccccc3)CC(C)(O)C2C(C)=O)cc1OC (configuration not stated) | 0.8 | -7.9 | 13.6 | 21.1 | 96.0 | 5.1 | 100.5 | -0.6 | 5.9 | 0.2
Cc1nc2c(C(=O)NCc3ccc(F)cc3)c[nH]n2c(=O)c1Cl | 0.8 | -2.2 | 1.2 | 16.2 | 99.1 | 0.3 | 95.6 | 4.8 | 6.4 | 0.2
CC(=O)Nc1cccc(-c2csc(Nc3ncccn3)n2)c1 | 1 | -12.6 | -3.0 | 0.1 | 89.2 | -135.1 | 252.3* | -166.8 | 15.2 | 0.3
O=C(OCc1ccco1)c1ccc(S(=O)(=O)N2CCCCC2)cc1 | 0.9 | 8.0 | -0.1 | 13.8 | 100.6 | -5.1 | 98.6 | -2.4 | 0.7 | -0.4
Cc1cc(C(=O)N/N=C/c2sc(N3CCOCC3)nc2-c2ccccc2)c(C)o1 | 0.9 | 2.5 | 2.8 | 12.5 | 101.5 | 9.1 | 92.0 | 7.0 | 0.6 | -0.2
Cc1cc(C)n(-c2ccc([N+](=O)[O-])cc2-c2nn[nH]n2)n1 | 1.2 | -2.9 | 3.2 | -16.9 | 98.9 | -0.8 | 107.6 | -9.3 | 2.7 | -0.2
COc1cccc(OCC(O)CN2CCN(CCO)CC2)c1 (configuration not stated) | 0.9 | 2.1 | -16.9 | 12.1 | 99.8 | 6.2 | 100.0 | 0.0 | 3.0 | -0.3
Cc1ccc(Nc2ccc(C(N)=O)cc2[N+](=O)[O-])cc1 | 1 | 5.8 | 8.3 | -0.3 | 103.8 | -2.3 | 106.8 | -4.8 | -7.4 | -0.3
CN(C)CCNc1nc(-c2ccccc2)nnc1C(F)(F)F | 1 | -20.0 | 8.9 | 4.4 | 102.3 | -7.7 | 97.7 | 2.6 | 3.4 | -0.2
COc1ccc(-c2nsc3c(N4CCCCC4)ncnc23)cc1 | 0.8 | -6.5 | 6.5 | 15.1 | 20.5 | -98.2 | 77.9 | 24.6 | 101.9* | -0.5
O=S(=O)(NC1CCCC1)c1cccc(-c2nnc(-c3ccccc3)o2)c1 | 1 | -0.9 | 2.1 | -3.0 | 77.4 | 8.3 | 107.4 | -8.0 | 25.0 | -0.2
O=C(Cn1c(=O)oc2ccccc21)N1CCCCC1 | 1.1 | 1.6 | 11.6 | -10.1 | 101.8 | -0.1 | 106.0 | -6.6 | 2.3 | 0.1
CC(=O)c1cc(Cl)ccc1OC(=O)c1ccco1 | 0.9 | 0.9 | 15.3 | 12.4 | 105.6 | -7.0 | 100.4 | -0.5 | -0.3 | -0.1
O=C(/C=C/c1ccccc1)NC(N1CCOCC1)C(Cl)(Cl)Cl (configuration not stated) | 0.8 | 17.1 | 12.9 | 18.3 | 99.5 | -18.9 | 95.2 | 3.8 | 5.1 | -0.1
O=C(Cc1ccccc1)Nc1ccc2oc(-c3cccnc3)nc2c1 | 0.9 | -10.1 | -14.9 | 9.5 | 95.2 | -20.6 | 108.4 | -9.1 | 9.9 | -0.1
O=C(O)C1CCCCC1C(=O)NCCCCc1ccccc1 (configuration not stated) | 1.1 | -9.7 | 4.4 | -7.8 | 94.2 | -6.6 | 101.9 | -2.0 | 16.3 | -0.5
CC(=O)N1CCOCCOCCN(C(C)=O)CCOCC1 | 0.9 | -20.5 | 6.6 | 6.6 | 95.7 | -7.8 | 107.0 | -9.2 | 7.3 | -0.2
CCSc1nc2ccccc2n1CC(=O)OC | 0.9 | 5.8 | 4.0 | 10.7 | 100.7 | 7.6 | 99.5 | 0.6 | 1.8 | -0.7
Cc1ccc(NC(=O)CN2CCC(NC(=O)Cc3ccccc3)CC2)c(C)c1 | 0.9 | -7.7 | 0.8 | 8.4 | 105.0 | 10.7 | 96.3 | 4.2 | -8.7 | -0.2
O=c1[nH]c(=O)n(Cc2ccco2)c2c1C(C(F)(F)F)(C(F)(F)F)N=C(C1CCCCC1)N2 | 0.9 | -6.7 | -3.8 | 9.8 | 114.3 | -7.1 | 104.1 | -4.4 | -13.8 | 0.1
CCCS(=O)(=O)Nc1ccc2cn[nH]c2c1 | 0.9 | -8.9 | 4.2 | 6.9 | 98.8 | 9.5 | 86.1 | 13.7 | 8.1 | 0.4
N#CC(C#N)=Cc1ccc(OC(=O)c2ccccn2)cc1 | 0.8 | 2.1 | -16.7 | 16.9 | 104.7 | -9.6 | 102.5 | -2.8 | -10.3 | -0.2
CN(Cc1ccncc1)C1CC(=O)N(c2ccc(Cl)cc2)C1=O (configuration not stated) | 0.9 | 1.4 | 7.2 | 8.4 | 99.4 | 1.5 | 92.7 | 8.0 | 9.5 | -0.4
Cc1cccc[n+]1CC(=O)/C=C1\N(C)c2ccccc2C1(C)C | 0.9 | -3.1 | 9.3 | 11.2 | 93.2 | -3.9 | 91.2 | 9.7 | 12.6 | -0.4
O=C(Nc1nc(-c2cc(F)ccc2F)cs1)C1=NN(c2ccccc2)C(=O)CC1 | 0.9 | 3.3 | 5.1 | 12.9 | 120.6 | -21.9 | 103.6 | -5.4 | -16.5 | -0.3
Oc1ccc(-c2nc(=S)[nH][nH]2)cc1 | 0.9 | 5.0 | 5.6 | 12.6 | 93.9 | 15.2 | 105.5 | -0.8 | 10.5 | -0.3
O=C(CSc1nnc(Cn2c(=O)sc3ccccc32)n1-c1ccccc1)N1CCCCCC1 | 0.8 | 10.5 | -3.6 | 17.2 | 96.2 | 16.0 | 105.4 | -4.8 | 4.8 | -0.2
CCCS(=O)(=O)c1c(S(=O)(=O)CCC)c2c(N)cccn2c1C(=O)OC | 0.9 | 0.5 | 10.2 | 11.4 | 101.9 | -6.0 | 99.2 | 1.3 | 4.0 | 0.0
O=c1c([N+](=O)[O-])c(N2CCCC2)c2ccccc2n1-c1ccccc1 | . | -5.6 | 6.9 | . | 95.4 | -12.0 | 94.9 | 3.6 | 7.6 | -0.4
COc1ccc(Cc2nnc(SCC(=O)NCc3ccco3)o2)cc1 | 1 | -8.7 | 0.2 | -1.5 | 98.5 | -4.8 | 94.9 | 5.5 | 1.4 | -0.1

3 structures already listed, sorted by number of heavy atoms, smallest number first:
structure | Diaphorase act | TLR4 MyD88 comp | G6PDH counter | Diaph inh CS | STAT3 act | APP 5UTR inh | STAT1 activator | STAT1 blocker | STAT3 inh | Hsp70 activator
CCCCNC(=S)N(Cc1c(C)noc1C)c1ccccc1 | 1 | -0.7 | -7.6 | 4.5 | 102.8 | 12.3 | 90.5 | 10.5 | -0.1 | 0.1
COc1ccc(-c2nsc3c(N4CCCCC4)ncnc23)cc1 | 0.8 | -6.5 | 6.5 | 15.1 | 20.5 | -98.2 | 77.9 | 24.6 | 101.9* | -0.5
CCOC(=O)c1c(C)[nH]c(C)c1C(=O)CN1C(=O)NC2(CCC(C)CC2)C1=O (configuration not stated) | 0.9 | -24.2 | 6.5 | 14.0 | 90.4 | -4.8 | 104.8 | -5.3 | 16.5 | -0.6
